Compound activity as filed in PubChem BioAssay.
APOBEC3G inh – APOBEC3G (human) deaminase inhibition; Q9HC16; recombinant A3G, ssDNA deamination FAM/TAMRA fluorescence; inhibition, % at 20 µM; 330,000 tested, 0.28% active; AID 493012;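 active = inhibition of at least 40% at 20 µM, with no more than 30% in the related APOBEC3A deaminase screen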;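 note: plate controls were DMSO wells with A3G for no effect and wells lacking A3G enzyme for full effect; some compounds called inactive have numbers as strong as hits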
Target sequence (Q9HC16 whole entry, looked up): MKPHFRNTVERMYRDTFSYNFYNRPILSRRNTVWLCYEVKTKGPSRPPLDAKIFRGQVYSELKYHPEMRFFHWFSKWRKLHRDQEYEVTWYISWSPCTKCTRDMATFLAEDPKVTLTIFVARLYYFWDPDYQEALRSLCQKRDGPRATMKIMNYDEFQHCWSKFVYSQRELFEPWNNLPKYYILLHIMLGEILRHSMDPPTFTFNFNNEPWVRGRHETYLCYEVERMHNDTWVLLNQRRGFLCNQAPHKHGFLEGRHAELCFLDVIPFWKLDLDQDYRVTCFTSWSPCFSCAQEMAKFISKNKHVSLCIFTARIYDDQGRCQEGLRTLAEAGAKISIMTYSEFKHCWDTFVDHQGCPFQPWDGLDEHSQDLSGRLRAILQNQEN
hIAP inh – blocks human intestinal alkaline phosphatase. 330,000 tested, 0.12% active. inhibition, % at 10 µM. P09923. AID 2544. purified IAP, CDP-Star luminescence, 30 min;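 active = inhibition reaching a set limit with compound at 10 µM in the primary screen, cut at about 35% in these data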;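 note: plate controls were DMSO wells with enzyme for no effect and no-enzyme buffer wells for full effect; values of inactives mirror those of a sister screen read the other way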
mIAP block – mouse IAP inhibition. purified mouse IAP, CDP-Star luminescence, 30 min. inhibition, % at 10 µM. 330,000 tested, 0.2% active;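 active = inhibition of at least 40% at 10 µM in the primary screen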;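 note: plate controls were DMSO with enzyme for no effect and no enzyme wells for full effect; values of inactives mirror those of a sister screen read the other way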
NR3A LBD binder – NR3A (human) ligand-binding domain modulation; NR3A LBD differential scanning fluorimetry, Tm shift; 0% = protein alone, 100% = glycine-bound protein; Tm shift relative to glycine control, % at 25 µM; 340,000 tested, 2.5% active; AID 1259313;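 active = melting temperature shift of at least 10% of the positive control shift, at one fixed dose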
mIAP activ – mouse IAP activation | muIAP, CDP-Star luminescence, 30 min; hits give high values; 1 = vehicle-only enzyme signal, 0 = enzyme-free wells | activation factor at 10 µM | 330,000 tested, 0.24% active | AID 2805;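 active = activation factor of at least 2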; note: the source names both 10 and 20 µM as test concentration; values of inactives mirror those of a sister screen read the other way
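Assay system: mouse IAP enzyme / Compound: DMSO-dissolved test compounds / Timing: 30 min, room temperature / Measured by: luminescence from enzymatic CDP-Star hydrolysis / Control set: DMSO-only wells, enzyme-free buffer wells as negative control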
MPTP inh – permeability transition pore inhibition. isolated mouse mitochondria, Ca2+ swelling absorbance, 30 min. AID 602449. inhibition, % at 10 µM. 360,000 tested, 1.4% active;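 active = inhibition of 50% or more, scaled per plate between neutral and stimulator controls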;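 note: 0% = DMSO wells given calcium and 100% = 1 mM EGTA wells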
hIAP activ – increases human intestinal alkaline phosphatase activity | P09923 | purified human IAP, CDP-Star luminescence, 30 min; hits give high values; 1 = vehicle-only enzyme, 0 = enzyme-free background | activation factor at 10 µM | 330,000 tested, 0.16% active;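 active = activation factor of the enzyme at least 2-fold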; note: the source names both 10 and 20 µM as test concentration; values of inactives mirror those of a sister screen read the other way
beta cell repl – induces beta-cell replication in MIN6 cells. MIN6 cells proliferation, ATPlite luminescence, 48 h; cells starved in 0.2% serum; 100% = growth in 10% serum. proliferation, % at 10 µM. 330,000 tested, 0.29% active. AID 2380;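 active = compounds whose signal lies at least 3.5 SD above the mean of all wells on their plate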;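 note: 0% = DMSO-treated cells in low-serum medium and 100% = 10% serum control; some compounds called inactive have numbers as strong as hits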
APOBEC3A inh – blocks human APOBEC3A ssDNA deamination; P31941; recombinant A3A, FAM/TAMRA ssDNA deamination fluorescence; inhibition, % at 20 µM; 330,000 tested, 0.41% active;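 active = at least 40% inhibition at 20 µM here, with at most 30% in a related deaminase screen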;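 note: plate controls were A3A with DMSO for no effect and wells lacking A3A enzyme for full effect; some results filed as inactive read as strong as hits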
Target sequence (P31941 whole entry, looked up): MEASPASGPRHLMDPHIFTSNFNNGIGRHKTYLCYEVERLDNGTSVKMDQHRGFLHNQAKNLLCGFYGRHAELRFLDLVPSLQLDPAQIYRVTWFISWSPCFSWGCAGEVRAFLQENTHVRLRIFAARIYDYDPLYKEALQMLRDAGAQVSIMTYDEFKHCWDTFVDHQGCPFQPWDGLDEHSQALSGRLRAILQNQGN
Starred values were filed as active, the others as inactive; x = no result given.

SMILES	APOBEC3G inh	hIAP inh	mIAP block	NR3A LBD binder	mIAP activ	MPTP inh	hIAP activ	beta cell repl	APOBEC3A inh
CC[n+]1c(C)sc2sc3ccccc3c21	55*	12	12	x	0.88	x	0.89	-5	25
CC(=O)Nc1ccc(S(=O)(=O)N(C)CC(=O)OC2CCCCC2=O)cc1 (stereo unspecified)	-2	-3	0	0	1	-1.3	1	-2	-1
O=S(=O)(Nc1ccc(-c2cn3c(n2)SCC3)cc1)c1ccccc1F	-2	10	9	1	0.91	-0.4	0.9	-2	-3
Cc1ccn2cc(CCNS(=O)(=O)c3ccc4ccccc4c3)nc2c1	-10	-47	1	-2	0.99	-0.5	1.5	3	-6
O=C1c2ccccc2C(=O)C12OC(c1ccccc1)C1(C(=O)c3ccccc3C1=O)C2c1ccc([N+](=O)[O-])cc1 (stereo unspecified)	4	14	13	1	0.87	0.1	0.86	-2	7
Cn1nnnc1SCC(=O)NNC(=O)c1ccc(Cl)cc1	0	-4	10	-1	0.9	-2.5	1	0	-1
CCOC(=O)N1CCN(C(=O)C2CCN(c3ncnc4c3sc3cccc(F)c34)CC2)CC1	2	17	-4	0	1	50*	0.83	-5	2
C[C@@H](O)[C@H]1O[C@]2(C)CCC[C@H]1O2	-5	-4	-6	0	1.1	0.7	1	0	2
Cc1c(O)c(CN2CCCCC2)cc2c1oc(=O)c1ccccc12	2	-25	-8	-2	1.1	-4.6	1.3	-3	-3
Cc1cc(=O)[nH]c(SCc2nc3ncccn3c2Br)n1	-3	-7	10	2	0.9	-0.7	1.1	-2	-1
N#Cc1c(-c2ccco2)cc(C2CC2)nc1SCC(=O)c1ccccc1	-17	12	5	0	0.95	2.6	0.88	-2	-5
CCN(CC)S(=O)(=O)c1ccc2[nH]cc(C(=O)NCCN3CCCCC3C)c(=O)c2c1 (stereo unspecified)	-3	-2	11	0	0.89	-1.0	1	-2	-1
CC(=O)NCC(=O)OCC(=O)c1ccc2ccccc2c1	-7	18	5	0	0.95	-4.0	0.82	-2	-1
CCOC(=O)C1(Cc2cccc(OC)c2)CCCN(CCO)C1 (stereo unspecified)	3	-4	-7	1	1.1	0.1	1	-2	-7
N#Cc1ccc(COC(=O)c2ccc3c(=O)[nH]c(CN4CCOCC4)nc3c2)cc1	0	-12	8	2	0.92	0.7	1.1	0	0
COC(=O)c1ccccc1NC(=O)CN1CCC(NC(=O)c2ccccc2C)CC1	-2	23	-4	1	1	-0.2	0.77	-2	3
O=S(=O)(Nc1ccc(S(=O)(=O)N2CCOCC2)cc1)c1ccc(Br)cc1	-10	10	5	-2	0.95	-0.1	0.9	-1	-2
Cc1onc(-c2ccc(Cl)cc2Cl)c1-c1csc(COc2ccccc2)n1	-8	6	0	-3	1	0.0	0.94	-5	0
CCOC(=O)c1c(C)[nH]c(C(=O)COC(=O)c2cc(C)oc2C)c1C	6	0	-2	2	1	2.4	1	0	-2
CC(=O)c1ccsc1-c1c(C)cc2oc(=O)cc(-c3ccccc3)c2c1C	3	x	13	7	0.87	-0.7	x	x	3
O=C(CN1C(=O)NC2(CCCC2)C1=O)Nc1ccccc1N1CCCCC1	-10	2	0	0	0.99	-0.5	0.98	0	-6
CC1CC(C)CN(C(=S)Nc2ccc3nc4n(c(=O)c3c2)CCCCC4)C1 (stereo unspecified)	-11	0	0	-5	0.99	-0.2	1	1	-2
Cc1cc(=O)oc2cc(OCc3ccc(C(=O)OCC(=O)Nc4ccc(N(C)C)cc4)cc3)ccc12	-3	1	4	-1	0.96	-1.1	0.99	-1	3
Cc1ccc(-c2cc(C(F)(F)F)nn2-c2ccc(S(N)(=O)=O)cc2)cc1	-3	-8	0	-29	1	4.1	1.1	-8	3

An excerpt of these results, with values under each structure:
Order of results: APOBEC3G inh	hIAP inh	mIAP block	NR3A LBD binder	mIAP activ	MPTP inh	hIAP activ	beta cell repl	APOBEC3A inh
> CCOC(=O)N1CCN(C(=O)C2CCN(c3ncnc4c3sc3cccc(F)c34)CC2)CC1
 : 2	17	-4	0	1	50*	0.83	-5	2
> CC[n+]1c(C)sc2sc3ccccc3c21
 : 55*	12	12	x	0.88	x	0.89	-5	25
> O=C(CN1C(=O)NC2(CCCC2)C1=O)Nc1ccccc1N1CCCCC1
 : -10	2	0	0	0.99	-0.5	0.98	0	-6

Next section:
SMILES	APOBEC3G inh	hIAP inh	mIAP block	NR3A LBD binder	mIAP activ	MPTP inh	hIAP activ	beta cell repl	APOBEC3A inh
Cn1c(COc2ccccc2)nc2ccccc21	-2	21	0	-3	1	1.6	0.79	-1	-6
Cc1cc(C)c(C(=O)CN2C(=O)NC3(CCC(C)CC3)C2=O)cc1C (stereo unspecified)	-4	-1	3	1	0.97	-0.3	1	-2	5
CCc1nnc(NC(=O)CSc2nnc(CNc3ccc(OC)cc3)n2C)s1	-6	-6	-3	-4	1	3.2	1.1	-4	0
O=C(NC1CC1)c1ccc(CSCc2ccccc2Cl)o1	-6	-28	11	4	0.89	4.4	1.3	2	-5
COc1ccc(-n2c(Cc3cccn3C)nnc2SCC(=O)Nc2ccc(F)cc2)cc1	-5	12	12	1	0.88	0.8	0.88	-3	-3
CCSc1nnc(NC(=O)CSc2c(Cl)cccc2Cl)s1	-1	12	-2	-12	1	0.2	0.88	0	2
O=C(COC(=O)c1ccncc1)Nc1cc(Cl)ccc1Cl	1	-14	-6	3	1.1	-0.8	1.1	-2	1
CC(=O)Nc1ccc(S(=O)(=O)Nc2ccc3c(c2)OCCO3)cc1	0	5	-4	0	1	0.7	0.95	-3	1
CCN(CC(=O)NCc1ccc(F)cc1)C(=O)c1cc2ccccc2o1	-9	5	8	6	0.92	-1.1	0.95	4	-1
Cc1c(Cl)cccc1NC(CC(=O)c1ccccc1)C(=O)O (stereo unspecified)	6	13	2	4	0.97	0.7	0.87	0	0
Cc1oc2cc(OC(C)C(=O)O)ccc2c(=O)c1Oc1ccccc1 (stereo unspecified)	-3	6	5	-1	0.95	0.8	0.94	1	-2
C/C(=N/OC(=O)c1c(-c2ccccc2Cl)noc1C)c1cnccn1	-9	-4	-3	-3	1	-0.2	1	-1	-8
CN(C)/C=C(\C#N)C(=O)c1cccnc1Oc1cccc(F)c1	0	5	3	0	0.97	1.8	0.95	-1	2
Cc1ccc(C(=O)OCC(=O)N2CC(C)OC(C)C2)cc1 (stereo unspecified)	-10	5	0	1	0.99	1.5	0.95	0	-1
O=C1CCCC(=O)C1=C1SCCCS1	-4	-11	5	11*	0.95	1.5	1.1	1	-1
COc1cccc(NC(=O)CN2CCN(CC(=O)Nc3ccc(F)cc3)CC2)c1	-14	-12	-4	2	1	-0.9	1.1	-2	-6
Cc1nc2ncnn2c(N2CCN(C(=O)Cc3cccs3)CC2)c1C	-2	11	-1	-1	1	-1.4	0.89	-1	21
CCOc1cc(/C=N/O)cc(Br)c1OCC(=O)NCc1ccccc1	-3	-11	4	-5	0.95	-19	1.1	3	-4
CCCc1cc(=O)oc2c(C)c(OCC(=O)N3CCC(C(=O)O)(c4ccccc4)CC3)ccc12	22	3	-3	0	1	0.4	0.97	-5	1
OCc1cccc[n+]1CCc1ccccc1	-2	9	-1	3	1	2.4	0.91	0	0
O=[N+]([O-])c1cccc2ccc(/C=C/c3ccc(F)cc3)nc12	-3	7	-11	24*	1.1	1.7	0.93	-3	-1
COCCn1c(C)cc(C(=O)CSc2ccc(NC(C)=O)cc2)c1C	1	7	7	2	0.93	-0.4	0.93	-4	-4
CCOC(=O)N1CCN(CC(=O)Nc2c(C(=O)OC)[nH]c3ccccc23)CC1	-10	9	-3	0	1	-0.1	0.91	0	-1
CCOc1ccc(/C(O)=C2/C(=O)C(=O)N(CCOCCO)C2c2ccccc2)cc1 (stereo unspecified)	-5	-5	0	4	1	-0.6	1	0	-4
Cc1nn(C)c(Oc2ccccc2)c1CCNS(=O)(=O)c1ccccc1	1	-8	-4	2	1	1.4	1.1	0	-1
CCC(OC(=O)CN1C(=O)C(=O)c2ccccc21)C(=O)Nc1ccc(S(N)(=O)=O)cc1 (stereo unspecified)	-3	8	5	3	0.95	-0.3	0.92	0	1
Cc1ccc(NC(=O)C2CCN(S(=O)(=O)c3ccc4c(c3)OCCO4)CC2)nc1	-12	-10	1	-1	0.99	-0.4	1.1	-5	-2
Cn1cccc1/C=N/NC(=O)C12CC3CC(CC(C3)C1)C2	-2	7	-5	1	1.1	0.5	0.93	0	-2
CCCCn1c(=O)nc2n(-c3ccc(Cl)cc3)c3ccccc3cc-2c1=O	-5	9	4	0	0.96	-0.4	0.91	-2	1
COc1ccccc1Cn1c(-c2ccccc2OC)nc2ccccc21	-4	-3	-7	-2	1.1	0.5	1	-3	0
CC(C)(C)c1nc2sc3c(c2c(=O)o1)CCCC3	-2	4	2	0	0.98	-0.7	0.96	0	-1
CCC(C)(C)NC(=O)C(c1ccc(C)cc1)N(Cc1ccco1)C(=O)CCC(=O)Nc1nccs1 (stereo unspecified)	3	-14	-11	-1	1.1	2.0	1.1	-3	-6
CCCOc1ccc(/C=C/C(=O)N2CCOCC2)cc1	-2	0	0	-1	1	1.6	1	-3	-4
CCOC(=O)/C=C/C(=O)Nc1cc(S(=O)(=O)Nc2ccc(OC)cc2)ccc1N1CCOCC1	-4	-2	6	1	0.94	57*	1	-7	4
O=C(NCc1ccco1)c1ccc(=O)[nH]n1	9	-31	4	0	0.96	4.7	1.3	0	12
O=C(NCCCN1CCOCC1)C(=O)N/N=C/c1c(Cl)cccc1Cl	-2	13	3	-2	0.97	0.5	0.87	-1	-1
CCN(CC)S(=O)(=O)c1ccc(N2CCCC2)c(NC(=O)Cc2ccccc2)c1	-6	-12	4	-1	0.96	2.1	1.1	-4	-2
CCN(CC)S(=O)(=O)c1ccc(C(=O)NC(=S)N(CCC#N)Cc2cccnc2)cc1	1	1	-4	0	1	1.8	0.99	5	0
O=C(Nc1ncccc1O)c1cc2ccccc2o1	5	-16	-3	0	1	0.0	1.2	-5	0
CC(C)(C)NS(=O)(=O)c1cc(C(=O)Nc2sccc2C#N)ccc1Cl	0	-10	22	2	0.78	75*	1.1	-2	4
Cc1cnc(C)c(N2CCC(C(=O)NCc3cccs3)CC2)n1	2	-2	3	-2	0.97	-2.0	1	0	-1
CC(C)(C)C(=O)/C=C(\N)c1ccccn1	-5	10	-2	0	1	-0.5	0.9	-1	2
COc1cccc(OCc2nnc(SCC(=O)NNC(=O)C3CCCCC3)n2C)c1	-1	6	-3	-2	1	-0.1	0.94	-2	1
CCC(=O)Nc1nc2ccc(NC(C)=O)cc2s1	-1	5	8	4	0.92	-1.1	0.95	1	-1
Cc1ccc2c(c1)N(C(=O)CCC(=O)Nc1ccccc1Cl)CC(C)O2 (stereo unspecified)	-7	4	-11	-5	1.1	1.0	0.96	-1	1
COc1cccc(OCC(=O)O/N=C(\N)c2ccncc2)c1	4	18	9	-1	0.91	0.9	0.82	-1	-1
O=C(COc1ccccc1)NCCc1nc2ccccc2[nH]1	-2	5	4	3	0.96	0.2	0.95	1	0
CC1CN(Cc2nc3c(c(=O)n(C)c(=O)n3C)n2CCCc2ccccc2)CC(C)O1 (stereo unspecified)	1	13	-1	-1	1	5.2	0.87	1	-4
CC(C)c1onc(C(=O)Nc2cccc(Cl)c2)c1[N+](=O)[O-]	-4	-67	-1	20*	1	38	1.7	-6	0
O=c1[nH]nc(CNc2cccc(C(F)(F)F)c2)c2ccccc12	-4	-4	5	6	0.95	4.4	1	-2	-1

No enrichment for hits, and some 5% of all compounds hit somewhere here.
